H37Rv inhibition – M. tuberculosis growth inhibition, HTS (AID 449762) | M. tuberculosis H37Rv growth inhibition, 7H9 media; higher % means a stronger effect | inhibition, % at 25 µM, or IC50 in µM where a hit was titrated | 0.59% of 330,000 active; in the data active = a potency from the dose series; inconclusive = inhibition above about 70% without an active follow-up result;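 also: bacterial growth assessed after seven days of incubation; strong numbers were not always called active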
PhoP GFP inhibition – Inhibition of PhoP regulon, Salmonella typhi GFP reporter cells, confirmation, 4 h (AID 1850); Salmonella Typhi PhoP-promoter GFP reporter, fluorescence, 4 h; higher % means a stronger effect; inhibition, % at 50 µM; hits with a dose series show IC50 in µM; 0.33% of 310,000 active; in the data active = a potency from the dose series; inconclusive = inhibition mostly from about 25% at the one dose, without a potency; inactive = the rest, 99 in 100 with inhibition below about 19%;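 also: 0% = induced wells with vehicle and 100% = uninduced wells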
inhibitors of VEEV – inhibitors of VEEV TC-83 cytopathic effect, confirmation, Vero cells (AID 588727). Vero cells, VEEV TC-83 cytopathic effect inhibition; higher % means a stronger effect. inhibition, % at 20 µM, or IC50 in µM where a hit was titrated. 0.13% of 350,000 active; in the data active = a potency from the dose series; inconclusive = inhibition mostly from about 14% at the one dose, without a potency; inactive = the rest, 99 in 100 with inhibition below about 12%; also: strong numbers were not always called active
influenza NS1A – H1N1 influenza NS1A inhibitors, functional cell based assay (AID 504329); NS1A functional cell-based assay, percent inhibition; higher % means a stronger effect; one-dose inhibition, % at 12.5 µM; IC50 in µM for titrated hits; 0.3% of 340,000 active; in the data active = a potency from the dose series; inconclusive = inhibition above about 27% without an active follow-up result; also: strong numbers were not always called active
tuberculosis growth – growth inhibition of non-replicating M. tuberculosis (AID 488890); Mycobacterium tuberculosis non-replicating, growth inhibition; higher % means a stronger effect; inhibition, % at 25 µM, or IC50 in µM where a hit was titrated; 0.39% of 320,000 active; in the data active = a potency from the dose series; inconclusive = inhibition mostly from about 82% at the one dose, without a potency; inactive = the rest, 99 in 100 with inhibition below about 76%;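 also: plate controls were DMSO cells for no effect and high antibiotic wells for full effect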
inhibitors of VEEV 10K pilot screen – further read-out of inhibitors of VEEV, marked with its call; inhibition, %; measured here: 10K pilot screen inhibition
* marks the source's active call; other numbers are inactive results; i = inactive; ? = inconclusive; · = no result given; & = joins results of further samples. Hits appear at their usual frequency (roughly 1.4% active in at least one column).

SMILES	H37Rv inhibition	PhoP GFP inhibition	inhibitors of VEEV	influenza NS1A	tuberculosis growth	others
COCC(=O)Nc1ccccc1NC(C)=O	-3%	-6%	1.9%	10%	100%
C(=N\n1cnnc1)/c1ccc(N2CCOCC2)cc1	-8%	-3%	3.5%	18%	12%
O=C1CC(C(=O)Nc2ccccc2)N=C(N2CCCCC2)N1 (stereo not given)	-3%	-4%	1.1%	5%	-18%
COc1ccc(CN2CCSCC2)cc1C	11%	24%	0.2%	5%	-1%
CC1CCN(C(=O)c2cccc(S(=O)(=O)N3CCCc4ccccc43)c2)CC1	41%	2%	3.2%	-5%	14%
Cc1nn2c(=O)cc(CSCC(=O)Nc3ccccc3F)nc2s1	0%	-20%	i	-7%	9%
COc1ccccc1-c1cccc([C@@H]2C[C@H]3[C@H](CON3C)CN2S(=O)(=O)c2ccccc2C)c1	·	·	4.3%	-6%	·
CCOc1ncccc1C(=O)OC(C)C(=O)Nc1ccc(CC)cc1 (stereo not given)	24%	0%	i	-4%	41%
CN(C(=O)c1cccc(NC(=O)Cc2ccc(NC(=O)C3CCN(C(=O)CCc4ccccc4)CC3)cc2)c1)C1CCC1	·	·	i	-13%	·
CN(Cc1ccccc1)C(=O)c1cccc(NC(=O)Cc2cccc(NC(=O)C3CCN(C(=O)c4ccccc4)CC3)c2)c1	·	·	0.1%	-11%	·
Cc1sc2nc(CSC(C)C(=O)Nc3ccc(C(N)=O)cc3)[nH]c(=O)c2c1C (stereo not given)	-3%	0%	6.1%	-5%	-5%
NC(=O)c1cc(S(=O)(=O)NCc2cccs2)cs1	0%	-3%	i	3%	2%
Cc1nn(C(=O)C(C)N2C(=O)c3ccccc3C2=O)c(C)c1Br (stereo not given)	·	·	2.8%	-9%	·
Cc1cccc(C)c1OCc1cc(C(=O)N2CCC(c3ccccc3)CC2)no1	?	-6%	2.1%	2%	11%
COc1ccc(OC)c(CN2CCN(C(=O)c3cccs3)CC2)c1	-5%	-12%	2.1%	-5%	4%
Oc1ccc(-c2nc3cnccn3c2Nc2ccc3c(c2)OCCO3)cc1	1%	0%	9.8%	-5%	23%	inhibitors of VEEV 10K pilot screen=4.3
Cc1ccc(OCC(O)CN2CCN(Cc3ccc4c(c3)OCO4)CC2)c(C)c1 (stereo not given)	0%	6%	0.2%	5%&8%	23%
Cc1ccc(C)c(N(CC(=O)NCC2CCCO2)C(=O)CCC(=O)Nc2nccs2)c1 (stereo not given)	-9%	-1%	i	-1%	-3%
Cc1cc(C)c(C)c(OCC(=O)O/N=C(\N)c2ccncc2)c1	19%	1%	0.6%	4%	20%
CC(=O)NCCNC(=O)c1ccc2c(c1)S(=O)(=O)c1ccccc1C2=O	1%	1%	1.6%	-6%	5%
C=CCNC(=O)C1CC1(c1cccc(C)c1)c1cccc(C)c1 (stereo not given)	-2%	2%	i	·	4%
CCC(=O)c1c(O)n(C2CCCCCC2)c(=O)[nH]c1=O	1%	-8%	0.7%	-4%	72%
CCc1c(O)nc(SCC(=O)c2ccccc2)n(-c2ccccc2)c1=O	0%	15%	0.5%	-2%	24%
OCCSc1nncn1/N=C/c1c[nH]c2ccccc12	7%	6%	3.6%	8%	-2%
CNc1nc(Oc2ccc(C(=O)OC)cc2)nc(SC)n1	-3%	7%	0.5%	2%	32%
O=C(CCNS(=O)(=O)c1ccccc1)N1CCN(c2ccccc2)CC1	3%	-2%	0.4%	1%	26%
COc1ccccc1C(=O)COC(=O)CCCN=C1NS(=O)(=O)c2ccccc21	-6%	-2%	2.4%	-1%	-14%
CC1=NN(c2ccccc2)C(=O)/C1=C\c1c(C)[nH]n(-c2ccccc2)c1=O	18µM*	2%	i	0%	?
O=C(Nc1ccc(S(=O)(=O)Nc2ncccn2)cc1)c1cnc(Cl)c(Cl)c1	-3%	7%	0.5%	-4%	33%
C[C@H]1Oc2ccccc2C(=O)C1C(=O)c1ccccc1 (stereo not given in full)	6%	7%	0.6%	0%	35%

The list goes on, starting with the last 3 of the part before.
SMILES	H37Rv inhibition	PhoP GFP inhibition	inhibitors of VEEV	influenza NS1A	tuberculosis growth	others
CC1=NN(c2ccccc2)C(=O)/C1=C\c1c(C)[nH]n(-c2ccccc2)c1=O	18µM*	2%	i	0%	?
O=C(Nc1ccc(S(=O)(=O)Nc2ncccn2)cc1)c1cnc(Cl)c(Cl)c1	-3%	7%	0.5%	-4%	33%
C[C@H]1Oc2ccccc2C(=O)C1C(=O)c1ccccc1 (stereo not given in full)	6%	7%	0.6%	0%	35%
COc1ccc(CCNC(=O)c2ccc(NC(=O)CC3SC(N4CCCC4)=NC3=O)cc2)cc1OC (stereo not given)	·	·	1.6%	7%	·
Cc1cc(C)c(C(=O)Nc2ccccc2)c(CC(C)(C)C(=O)O)c1	-6%	4%	1.9%	5%	-18%
Cc1ccc(CN(C)C(=O)c2c(C)nn(-c3ccccc3)c2C)cc1	0%	-3%	4.1%	-8%	-1%
CC(=O)Cc1nsc(NC(=O)c2ccc(COc3ccccc3)o2)n1	-4%	5%	4.8%	-4%	56%
CC(C)NC(=O)Nc1cccc2c1O[C@H](CN(C)C(=O)NC1CCCCC1)[C@@H](C)CN([C@H](C)CO)C2=O	0%	·	0.9%	14%	-8%
CCN(CC(=O)N1CCCC1)S(=O)(=O)c1ccc2ccccc2c1	-1%	12%	0.1%	-29%	?
O=C(NCc1cccnc1)C1CC(=O)N(c2ccc(Cl)cc2)C1 (stereo not given)	0%	20%	5.0%	13%	-23%
Cc1c(Cl)cccc1NC(=O)Nc1ccccc1C(N)=O	2%	-8%	i	6%	8%
CCOC(=O)c1ccc2c(c1)N(C)C(=O)c1ccccc1S2	8%	-1%	1.2%	18%	5%
CCCCc1c(C)nc2nc(SCc3ccc(Cl)cc3)[nH]n2c1=O	-2%	10%	4.0%	1%	22%
CCN1C(=O)C(F)(CC)C(=O)c2ccccc21 (stereo not given)	-1%	-22%	0.9%	-2%	13%
Cc1nc2c3ccccc3nc(NNC(=O)CCC(=O)N3CCN(c4ccc(F)cc4)CC3)n2n1	-8%	-12%	i	4%	15%
CCCCCCCC(=O)NNC(=O)c1c(O)c2ccccc2[nH]c1=O	-4%	7%	0.3%	0%	-6%
O=C(Nc1ccc(S(=O)(=O)Nc2ccccc2)cc1)C1COc2ccccc2O1 (stereo not given)	-1%	1%	0.8%	-7%	14%
CCOC(=O)/C(=C/c1ccc(N2CCC(c3ccccc3)=N2)cc1)C(C)=O	·	·	5.2%	1%	·
CN1CCN(CC(=O)N2c3ccccc3Sc3ccccc32)CC1	0%	-3%	i	-9%	-1%
COc1cccc(NC(=O)CN(C)C(=O)c2ccc3[nH]c4c(c3c2)CC(C)CC4)c1 (stereo not given)	·	·	7.3%	-4%	·
CCOC(=O)c1cc(C(=O)OCC)c2cccc(C)n2c1=O	-1%	3%	3.9%	-2%	-2%
Cc1cc(C(=O)NCCC2=CCCCC2)c(C)o1	-9%	-7%	0.7%	-9%	·
Cc1nc2c3cc(F)ccc3n(Cc3ccc(F)cc3)c2s1	3%	-8%	0.3%	1%	6%
COc1ccccc1Oc1nc2ccccn2c(=O)c1/C=C(\C#N)C(=O)Nc1c(C)n(C)n(-c2ccccc2)c1=O	3%	-7%	10%	0%	-3%
Cc1cc(C(=O)OCC(=O)NCc2ccccc2Cl)c(C)o1	2%	-7%	0.2%	-6%	28%
CCOc1ccc2nc(Nc3nc(CSc4nnnn4-c4ccccc4)cc(=O)[nH]3)nc(C)c2c1	-4%	-1%	4.6%	-6%	22%
O=C(NCc1ccc(Cl)cc1)C(=O)NCC1OCCCN1S(=O)(=O)c1cccs1 (stereo not given)	4%	-9%	0.3%	-3%	17%
C#CC(C)(C)NC(=O)c1ccccc1OC	-6%	3%	i	-1%	4%
COc1ccc(S(=O)(=O)N(C)CC(=O)NC2CCCC2)cc1Cl	1%	-14%	0.5%	-1%	-4%
CCN(c1ccc(NC(=O)c2cccc(S(=O)(=O)N3CCN(C)CC3)c2)cc1)C(C)C	-5%	-8%	2.6%	4%	8%
COc1ccc(CCNC(=S)N2CCN(S(=O)(=O)c3ccc(Cl)cc3)CC2)cc1	-9%	1%	i	-8%	-6%
CC(NC(=O)NC1CCCCC1)C(c1cccs1)N1CCN(Cc2ccccc2)CC1 (stereo not given)	0%	-5%	0.8%	0%	37%
O=C(COC(=O)c1ccc(Br)c(S(=O)(=O)N2CCOCC2)c1)NCCc1ccccc1	-6%	·	0.2%	-10%	12%

Compounds above that contain two or more sulfur atoms (five):
SMILES	H37Rv inhibition	PhoP GFP inhibition	inhibitors of VEEV	influenza NS1A	tuberculosis growth	others
Cc1nn2c(=O)cc(CSCC(=O)Nc3ccccc3F)nc2s1	0%	-20%	i	-7%	9%
Cc1sc2nc(CSC(C)C(=O)Nc3ccc(C(N)=O)cc3)[nH]c(=O)c2c1C (stereo not given)	-3%	0%	6.1%	-5%	-5%
NC(=O)c1cc(S(=O)(=O)NCc2cccs2)cs1	0%	-3%	i	3%	2%
O=C(NCc1ccc(Cl)cc1)C(=O)NCC1OCCCN1S(=O)(=O)c1cccs1 (stereo not given)	4%	-9%	0.3%	-3%	17%
COc1ccc(CCNC(=S)N2CCN(S(=O)(=O)c3ccc(Cl)cc3)CC2)cc1	-9%	1%	i	-8%	-6%

Later entries:
SMILES	H37Rv inhibition	PhoP GFP inhibition	inhibitors of VEEV	influenza NS1A	tuberculosis growth	others
COc1ccccc1C1OC(c2cccc([N+](=O)[O-])c2)=NN1C(C)=O (stereo not given)	-2%	6%	1.9%	-8%	6%
CN1CCCc2cc3c(C(F)(F)F)cc(=O)oc3nc21	0%	-18%	0.9%	-7%	17%
O=C(Cc1cccc2ccccc12)N/N=C/c1ccncc1	5%	12%	1.4%	-8%	11%
CC1CCCC(C)N1C(=O)COC(=O)C1CCN(S(=O)(=O)c2ccc3c(c2)OCCO3)CC1 (stereo not given)	2%	4%	2.9%	-8%	8%
COc1cc(CN2CCC(CO)(CCOc3ccccc3)CC2)cc(OC)c1OC	-5%	-6%	0.3%	-12%	4%
O=C(Nc1ccc(S(=O)(=O)Nc2ncccn2)cc1)c1ccc(F)c(S(=O)(=O)N2CCOCC2)c1	-7%	-4%	i	-4%	34%
O=C(C1CC(=O)N(c2ccc3c(c2)OCCO3)C1)N1CCN(S(=O)(=O)c2cccc(F)c2)CC1 (stereo not given)	·	·	1.4%	-12%	·
CCOC(=O)c1ccccc1NC(=S)N1CCC(C(N)=O)CC1	-8%	-10%	3.8%	6%	-5%
COc1ccc(OCc2cc(C(=O)N3CCCCCCC3)no2)c(Cl)c1	3%	-8%	1.6%	-5%	31%
O=C(Nc1ccccc1C(=O)N1CCCCCC1)c1cccc([N+](=O)[O-])c1	2%	-4%	i	12%	23%
COc1ccc(Cc2c(O)nc(SCC(=O)N3CCOCC3)[nH]c2=O)cc1	8%	-2%	1.0%	2%	16%
O=C(CC1SC(=Nc2ccccc2F)N(CCN2CCOCC2)C1=O)Nc1ccc(F)cc1F (stereo not given)	3%	-13%	0.6%	9%	2%
C/C(CC(=O)Nc1cccc2c1CCCC2)=N\NC(=O)Cc1ccccc1	0%	-2%	0.9%	-4%	-9%
Cc1ccc(CNC(=O)C2CCN(c3nc(C)cc(C)n3)CC2)cc1	-3%	6%	0.1%	-6%	-12%
COC(c1ccccc1)c1nnc(CCC(=O)NCc2ccc3ncccc3c2)o1 (stereo not given)	-5%	-8%	0.2%	-10%	-16%
COc1ccccc1-c1nc(-c2ccccc2)nc(N2CCN(C)CC2)c1C#N	?	14%	7.9%	7%	8%
Cc1c(Br)c([N+](=O)[O-])nn1CC(=O)NCC1CCCO1 (stereo not given)	7%	15%	1.0%	12%	13%
C/C(=N/NC(=O)c1ccc(Br)o1)c1cccc(NC(=O)c2ccc(C)o2)c1	-5%	-20%	10%	18%	32%
Cc1cc(C)nc(NC(=O)CN2C(=O)c3ccccc3C2=O)n1	-6%	0%	i	1%	1%
CC(=O)N1CCN(C(=S)c2ccc(N(C)C)cc2)CC1	-12%	-1%	0.8%	0%	14%
COc1ccc(S(=O)(=O)Nc2ccc3c(c2)OCO3)cc1OC	-21%	3%	1.3%	1%	-10%
Cc1ccc2c(cnn2C(=O)CCC(=O)NC2CCCCC2)c1	-11%	-7%	0.6%	1%	-17%	inhibitors of VEEV 10K pilot screen=0.3
O=C(NC(C1CC1)C1CC1)C1CCC(=O)N(CCCN2CCCC2=O)C1 (stereo not given)	-4%	4%	1.0%	-19%	2%
CCn1ccc(C(=O)Nc2c(C)nn(Cc3c(F)c(F)c(F)c(F)c3F)c2C)n1	-7%	-14%	0.1%	-2%	3%

Source: PubChem BioAssay
